Screens (PubChem)
T cell modulator: T cell immune modulators affecting CD8 T cell-vesicle binding. 2C CD8+ T cell-vesicle binding, flow cytometry; stronger effect = lower value. calls only at 7 µM. actives 0.068% (n = 330,000);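 active means response, share of CD8 T cells binding vesicles, and their 90th percentile fluorescence all below set limits, cut at about 80% in these data, passing the limit was not always enough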
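Benchmarks: naked versus QL9-loaded vesicles / Assay system: purified 2C TCR transgenic mouse naive CD8+ T cells / Technique: high-throughput flow cytometry with anti-B7-1 and anti-CD8 staining / Timing: Cell–vesicle co-incubation 1.5 h at 37 °C, staining 20 min on ice / Read-out: percent CD8+ FL2 mean versus row control / Probe or stimulus: QL9-loaded Drosophila micro-vesicles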
Myeloid diff 2: myeloid differentiation induction; calls only at 10 µM; AID 624256; actives 1% (n = 360,000); ER-HoxA9 myeloid progenitors, lysozyme-GFP differentiation, flow cytometry;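 active means normalized GFP-positive differentiation at or above the plate's own cutoff, the solvent-only control mean plus 3 SD; inconclusive means no clear call, values can overlap the other calls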;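 further: cells exposed to compound for four days before flow analysis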
T cell modulator vesicle-bound %: further read-out of T cell modulator, marked with its call; double positive events, %; measured here: CD8+ vesicle-bound cell fraction;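 binding gate set so that unloaded-vesicle control wells show 10% double positive cells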
Myeloid diff 2 GFP+ MAC1+ %: second read-out of Myeloid diff 2, no call of its own (marks repeat the call); GFP+ MAC1+ double positive, %; measured here: differentiation confirmed by MAC1 staining
Starred values were filed as active, the others as inactive; i = inactive; ? = inconclusive; · = no result given; + = active, no number. Some of the compounds tested; the hit share may differ from the screen's.

SMILES | T cell modulator | T cell modulator vesicle-bound % | Myeloid diff 2 | Myeloid diff 2 GFP+ MAC1+ %
O=C(Nc1cccc(S(=O)(=O)N2CCCCC2)c1)c1cc(=O)[nH]c2ccccc12 | i | 39 | i | 0.8
Cc1ccccc1[C@@H](NC(=O)OC(C)(C)C)C(=O)OC(C)(C)C | i | 38 | i | 0.5
COCCN(CC(=O)Nc1ccccc1C(F)(F)F)C(=O)/C=C/c1cc(Cl)c2c(c1)OCO2 | i | 58 | i | 0.3
O=C(CSc1nc(=O)n2ccccc2n1)N1CCCc2ccccc21 | i | 58 | i | 0.0
COc1cccc(CN(C)C(=O)c2ccc(OCC(=O)N3CCOCC3)c(OC)c2)c1 | i | 26 | i | 0.4
CN(CC(=O)Nc1cccc(F)c1)C(=O)c1cccc(-n2cccc2)c1 | i | 35 | i | 0.9
Cc1ccc(N2C(=O)N(CC(=O)Nc3cccc(C)c3C)C(=O)C2C)cc1 (configuration not stated) | i | 32 | i | 0.6
O=S(=O)(Nc1ccc2cn[nH]c2c1)c1cc(Br)ccc1Br | i | 22 | i | 1.0
O=S(=O)(c1cc(F)ccc1F)N1CCC2(CC1)OCCN2S(=O)(=O)c1ccccc1 | i | 36 | i | 0.6
Cc1cccc(C(=O)NCCC(=O)NCc2ccccc2Cl)c1 | i | 38 | i | 0.6
CC(Nc1cccc(C(=O)NC2CC2)c1)c1nnc(-c2ccccc2)o1 (configuration not stated) | i | 41 | i | 0.8
O=C(OCC(=O)N1CCc2ccccc21)c1ccncc1 | i | 29 | i | 0.0
CCCSc1ccc([C@@H]2[C@H]3C(=O)N(CC)C(=O)[C@H]3[C@]3(C(=O)OC)CCCCN23)cc1 | i | 16 | ? | ·
CCN(C(=O)COC(=O)/C=C/c1cccc(Cl)c1)c1c(N)n(Cc2ccccc2)c(=O)[nH]c1=O | i | 30 | i | 0.5
C[C@H](CO)N1C[C@H](C)[C@@H](CN(C)C(=O)Nc2ccc(C(F)(F)F)cc2)Oc2c(NS(=O)(=O)c3cn(C)cn3)cccc2C1=O | i | 50 | i | 1.7
O=C(Cn1[nH]c(=O)c2ccccc2c1=O)N1CCN(S(=O)(=O)c2ccc(Cl)cc2)CC1 | i | 43 | i | 0.3
CN(C)c1ccc(C(=O)NCC(c2cccs2)N2CCOCC2)cc1 (configuration not stated) | i | 55 | i | 0.4
CCOC(=O)c1c(NC(=O)COC(=O)CCOc2ccccc2C)sc(C(=O)NC)c1C | i | 28 | i | 0.1
Cc1ccc([N+](=O)[O-])cc1S(=O)(=O)Nc1ccc(C(=O)N2CCN(C(=O)c3ccco3)CC2)cc1 | i | 5 | i | 0.9
CCCCN1CCNC[C@@H]1Cc1ccc(O)cc1 | i | 57 | + | 4.3*
Cc1ccc(NC(=O)CC2OC(=O)c3ccccc32)cc1S(=O)(=O)N1CCOCC1 (configuration not stated) | i | 43 | i | 0.6
CN(C(=O)COC(=O)C12CC3CC(CC(Cl)(C3)C1)C2)c1ccccc1 | i | 55 | i | 0.7
CC(=O)Nc1ccc(C(=O)Nc2cccc(S(=O)(=O)N(C)c3ccccc3)c2)cc1 | i | 37 | i | 1.1
COc1ccc(NS(=O)(=O)c2cccc(C(=O)NN=Cc3cc(Br)c(O)c(Br)c3)c2)cc1 | i | 50 | i | 1.0
CCNC(=O)c1cccc(NC(=O)CC2SC(N3CCCCC3)=NC2=O)c1 (configuration not stated) | i | 48 | i | 0.9

Further results follow.
SMILES | T cell modulator | T cell modulator vesicle-bound % | Myeloid diff 2 | Myeloid diff 2 GFP+ MAC1+ %
O=C(CCSc1ccc(F)cc1)NNC(=O)c1ccc([N+](=O)[O-])cc1 | i | 45 | i | 0.5
CCCCn1c(N)c(N(CCC(C)C)C(=O)c2cccc(-n3cnnn3)c2)c(=O)[nH]c1=O | i | 52 | i | 1.3
Cc1c(C(=O)OCC(=O)N(C)Cc2ccccc2)oc2ccccc12 | i | 18 | i | 1.5
COc1ccc(C)cc1NC(=O)c1ccc2c(c1)C(=O)N(Cc1ccncc1)C2=O | i | 37 | i | 0.5
Cc1ccc(NC(=O)COC(=O)c2ccc(S(=O)(=O)N3CCCCC3)cc2)cc1 | i | 42 | i | 1.4
Cc1ccc(N2C(=O)C3CCCN3C2=S)c(C)c1 (configuration not stated) | i | 34 | i | 1.0
Nc1c(C(=O)CSc2nc3ccccc3o2)c(=O)[nH]c(=O)n1C1CC1 | i | 31 | i | 0.4
COc1cc(CC(=O)OCC(=O)NCCc2ccc(S(N)(=O)=O)cc2)cc(OC)c1OC | i | 4 | i | 0.3
CC1CN(S(=O)(=O)c2cccc(C(=O)Nc3ccc(S(=O)(=O)NC4=NCCCCC4)cc3)c2)CC(C)O1 (configuration not stated) | i | 10 | i | 1.0
C=CC[C@@H](CC(=O)OC(C)(C)C)C(=O)OC[C@H]1CCCN1C(=O)[C@@H](CC=C)CC(=O)N[C@H](CO)Cc1ccccc1 | i | 8 | i | 1.4
O=C(NNC(=O)C1CCN(C(=O)Nc2ccccc2)CC1)c1ccc([N+](=O)[O-])cc1 | i | 43 | i | 0.4
COc1ccc(-c2c(-c3cc(OC)cc(OC)c3)n(C)c3ccc(-c4ccc(OC)cc4F)cc23)cc1 | i | 36 | i | 3.3
CC1CCCN(C(=O)CCNS(=O)(=O)c2ccc(Br)cc2)C1 (configuration not stated) | i | 43 | i | 1.7
CN(CC(=O)Nc1ccc(Cl)c(C(F)(F)F)c1)C(=O)CCc1nc2ccccc2c(=O)[nH]1 | i | 47 | i | 0.5
O=C(COC(=O)c1ccccc1Br)Nc1cccnc1Cl | i | 44 | i | 0.0
Cc1cccc(OCCCC(=O)NNC(=O)CCN2CCN(c3ccccc3)CC2)c1 | i | 24 | i | 0.5
COc1cccc(CN(C)C(=O)C(Cc2ccccc2)NC(=O)c2ccccc2)c1OC (configuration not stated) | i | 28 | i | 0.7
CC(=O)c1c(C)[nH]c(C(=O)OC(C)C(=O)Nc2ccc(C)c(S(=O)(=O)N3CCOCC3)c2)c1C (configuration not stated) | i | 41 | i | 0.6
CCN(CC)CCn1c2c(c(SCC(=O)Nc3nc(C)cs3)nc1=O)CCC2 | i | 58 | i | 2.5
CC1(C)CCC[C@]2(C)[C@H]3Cc4cc(O)ccc4O[C@]3(C)CC[C@@H]12 | i | 10 | i | 0.9
Cc1cc(O)c(Sc2ccc(Cl)cc2)c(=O)[nH]1 | i | 54 | i | 0.5
Cc1ccc(S(=O)(=O)N2CCC(C(=O)OCC(=O)N3CC(C)CC(C)C3)CC2)cc1C (configuration not stated) | i | 50 | i | 0.9
CCOc1ccc(NC(=O)CN(C)C(=O)CC2CCCCC2)cc1OCC | i | 32 | ? | ·
CCOC(=O)[C@@H]1[C@H]2COc3cc(OC)ccc3[C@H]2N2C(=O)N(c3ccc(Br)cc3)C(=O)[C@]12C | i | 15 | i | 1.6
Cc1ccc(S(=O)(=O)N(C)C)cc1NC(=O)COC(=O)C1CCN(S(=O)(=O)c2cccs2)CC1 | i | 27 | i | 0.6

Looked up one by one from the list above:
SMILES | T cell modulator | T cell modulator vesicle-bound % | Myeloid diff 2 | Myeloid diff 2 GFP+ MAC1+ %
COc1ccc(C)cc1NC(=O)c1ccc2c(c1)C(=O)N(Cc1ccncc1)C2=O | i | 37 | i | 0.5
CCN(CC)CCn1c2c(c(SCC(=O)Nc3nc(C)cs3)nc1=O)CCC2 | i | 58 | i | 2.5
Cc1ccc(S(=O)(=O)N2CCC(C(=O)OCC(=O)N3CC(C)CC(C)C3)CC2)cc1C (configuration not stated) | i | 50 | i | 0.9
CC1CCCN(C(=O)CCNS(=O)(=O)c2ccc(Br)cc2)C1 (configuration not stated) | i | 43 | i | 1.7
O=C(NNC(=O)C1CCN(C(=O)Nc2ccccc2)CC1)c1ccc([N+](=O)[O-])cc1 | i | 43 | i | 0.4
Cc1cccc(OCCCC(=O)NNC(=O)CCN2CCN(c3ccccc3)CC2)c1 | i | 24 | i | 0.5
Nc1c(C(=O)CSc2nc3ccccc3o2)c(=O)[nH]c(=O)n1C1CC1 | i | 31 | i | 0.4

The listing picks up, starting 2 compounds before the break.
SMILES | T cell modulator | T cell modulator vesicle-bound % | Myeloid diff 2 | Myeloid diff 2 GFP+ MAC1+ %
CCOC(=O)[C@@H]1[C@H]2COc3cc(OC)ccc3[C@H]2N2C(=O)N(c3ccc(Br)cc3)C(=O)[C@]12C | i | 15 | i | 1.6
Cc1ccc(S(=O)(=O)N(C)C)cc1NC(=O)COC(=O)C1CCN(S(=O)(=O)c2cccs2)CC1 | i | 27 | i | 0.6
CCC(=O)c1cn([C@H](CCC(OC)OC)CC(=O)OC(C)(C)C)cc1CC | i | 16 | i | 1.5
Cc1ccc(C)c(C(C)NC(=O)C2CC=CCC2C(=O)O)c1 (configuration not stated) | i | 10 | i | 3.1
CC(C)NS(=O)(=O)c1ccc(NC(=O)C(C)OC(=O)CCC2CCCC2)cc1 (configuration not stated) | i | 20 | i | 1.7
COc1cccc(/C=C/C(=O)OCC(=O)N2CCCc3ccccc32)c1 | i | 28 | i | 0.6
O=C(CN1C(=O)NC2(CCCCCCC2)C1=O)NCc1ccc(F)cc1 | i | 51 | i | 0.2
CCOc1ccc(S(=O)(=O)Nc2ccccc2C(=O)N(C)C2CCN(C)CC2)cc1 | i | 55 | i | 2.2
CCCn1c(C)cc(C(=O)CN2C(=O)c3ccccc3C2=O)c1C | i | 32 | i | 0.6
COc1ccc(C(=O)Nc2ccc(Nc3ccccc3)cc2)cc1Br | i | 21 | i | 0.0
CCN(CC(=O)Nc1ccc2c(c1)OCCO2)CC(=O)Nc1ccc(C)c(S(=O)(=O)N(C)C)c1 | i | 52 | i | 0.5
O=C(NCCC1=CCCCC1)c1c(O)nc2sccn2c1=O | i | 40 | i | 0.3
CCN(CC)S(=O)(=O)c1ccc(Cl)c(NC(=O)COC(=O)c2nc3nc(C)cc(C)n3n2)c1 | i | 17 | i | 1.1
N#CCCN(C(=O)COC(=O)c1cc2ccccc2oc1=O)c1ccccc1 | i | 37 | i | 1.2
CCCCNC(=O)N(O)C1N(/N=C/c2ccco2)C(=S)SC1(C)C (configuration not stated) | i | 16 | i | 1.1
Cc1ccc(S(=O)(=O)N2CCOCC2)cc1C(=O)NCc1ccccn1 | i | 35 | i | 0.5
Cc1ccc(C)c(-c2nnc(NC(=O)c3ccc([N+](=O)[O-])o3)o2)c1 | i | 31 | i | 1.0
O=C(NCC(=O)N1CCCCCCC1)c1cccc([N+](=O)[O-])c1 | i | 35 | i | 1.1
CCCN(Cc1nnc(-c2ccccc2Cl)o1)C(=O)c1cc(S(=O)(=O)N2CCOCC2)ccc1F | i | 46 | i | 0.5
CC(=O)c1c(C)[nH]c(C(=O)CN2CCN(S(=O)(=O)c3ccccc3F)CC2)c1C | i | 40 | i | 0.5
O=C(COC(=O)c1cc(S(=O)(=O)N2CCOCC2)ccc1F)Nc1c(Cl)cccc1C(F)(F)F | i | 42 | i | 0.2
CCc1cc(C(=O)N(CCCOC)c2c(N)n(Cc3ccccc3)c(=O)[nH]c2=O)sc1C | i | 48 | i | 1.6
COc1cc(/C=C/C(=O)OCC(=O)N2CCCc3ccccc32)ccc1OCC#N | i | 35 | i | 0.5
CC1O[C@H](OC2C(COC3OC(CO)C(O)[C@H](O)C3O)OC(OC3CC[C@]4(C)C(CC[C@@]5(C)[C@@H]4C=C[C@]46OC[C@@]7(CCC(C)(C)C[C@H]74)C(O)C[C@@]56C)C3(C)C)C(O)C2O)C(O)C(O)C1O (some centres not stated) | i | 19 | i | 1.1
CC(=O)c1ccc(S(=O)(=O)N(C)CC(=O)Nc2ccc(C)cc2)cc1 | i | 38 | i | 1.2
CC(C)n1cnc2c(NCc3ccccc3)cc(Cc3ccc(F)cc3)cc21 | i | 60 | i | 1.2
O=S(=O)(c1ccccc1)N1CCN(Cc2cc3c(cc2Br)OCCO3)CC1 | i | 36 | i | 1.4

(cont.)
SMILES | T cell modulator | T cell modulator vesicle-bound % | Myeloid diff 2 | Myeloid diff 2 GFP+ MAC1+ %
COc1cccc(NC(=O)CN(C)C(=O)c2cccc(S(=O)(=O)Nc3ccccc3OC)c2)c1 | i | 31 | i | 1.1
NC(=O)C1CCCN(CC(=O)Nc2cc(S(=O)(=O)N3CCOCC3)ccc2N2CCCC2)C1 (configuration not stated) | i | 49 | i | 0.0
Nc1c(C(=O)Nc2ccc3c(c2)OCCO3)nnn1Cc1ccc(Cl)cc1 | i | 50 | i | 0.1
COc1ccc(OCCC(=O)OCC(=O)NC2CCCCC2)cc1 | i | 23 | i | 1.6
Cc1ccccc1N1CC(C(=O)N2CCc3ccccc32)CC1=O (configuration not stated) | i | 31 | i | 1.0
CC(=O)Nc1ccc(NC(=O)COC(=O)c2cc(S(=O)(=O)N3CCCC3)ccc2O)cc1 | i | 35 | i | 1.6
O=C(CSc1nc2cc(Cl)ccc2s1)NCC1CCCO1 (configuration not stated) | i | 31 | i | 1.7
COc1ccc(Cl)cc1NC(=O)CN(C)C(=O)c1sccc1-c1ccccc1 | i | 13 | i | 0.5
COc1ccc(S(=O)(=O)N2CCCCCC2)cc1NC(=O)CC1OC(=O)c2ccccc21 (configuration not stated) | i | 62 | i | 0.4
CCN(CC(=O)Nc1c(F)cccc1F)C(=O)Cc1ccc2c(c1)OCCO2 | i | 29 | i | 1.1

Single values from the entries so far.
Result for CCN(CC(=O)Nc1c(F)cccc1F)C(=O)Cc1ccc2c(c1)OCCO2 under Myeloid diff 2 GFP+ MAC1+ %: 1.1
Result for Nc1c(C(=O)Nc2ccc3c(c2)OCCO3)nnn1Cc1ccc(Cl)cc1 under Myeloid diff 2 GFP+ MAC1+ %: 0.1
